MBD2 DNA inh = blocks human MBD2 binding to methylated DNA; TR-FRET, MBD2 binding to methylated oligonucleotide; inhibition, % at 4.4 µM; hit rate 0.31% among 370,000; AID 686964; in the data active means inhibition above about 13%
hcDAF12 agonist = activators of H. contortus DAF-12 nuclear receptor. activation, % at 6.8 µM. AID 652067. hit rate 1.4% among 370,000. HEK293 hcDAF-12 lit1-tk-luc reporter, luminescence; 0% DMSO, 100% Δ7-dafachronic acid;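 active means activation above the mean of all tested compounds plus 3 SD, cut at about 5.5% in these data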;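 further: 100% = response to 3 µM Δ7-dafachronic acid high control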
PLCg1 inh = inhibitors of human phospholipase C gamma1; AID 720700; P19174; inhibition, % at 12.2 µM; purified PLC-gamma1, fluorogenic substrate, fluorescence; hit rate 0.84% among 370,000; in the data active means inhibition above about 9.5%
PLC-beta3 inh = PLC-beta3 (human) inhibition, primary screen; inhibition, % at 12.2 µM; Purified PLC-beta3, fluorogenic substrate, fluorescence; Q01970; hit rate 0.18% among 370,000; in the data active means inhibition above about 11%;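 further: 0% = median of compound wells on plate and 100% = full blocker control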
Target sequence (Q01970 whole entry, looked up): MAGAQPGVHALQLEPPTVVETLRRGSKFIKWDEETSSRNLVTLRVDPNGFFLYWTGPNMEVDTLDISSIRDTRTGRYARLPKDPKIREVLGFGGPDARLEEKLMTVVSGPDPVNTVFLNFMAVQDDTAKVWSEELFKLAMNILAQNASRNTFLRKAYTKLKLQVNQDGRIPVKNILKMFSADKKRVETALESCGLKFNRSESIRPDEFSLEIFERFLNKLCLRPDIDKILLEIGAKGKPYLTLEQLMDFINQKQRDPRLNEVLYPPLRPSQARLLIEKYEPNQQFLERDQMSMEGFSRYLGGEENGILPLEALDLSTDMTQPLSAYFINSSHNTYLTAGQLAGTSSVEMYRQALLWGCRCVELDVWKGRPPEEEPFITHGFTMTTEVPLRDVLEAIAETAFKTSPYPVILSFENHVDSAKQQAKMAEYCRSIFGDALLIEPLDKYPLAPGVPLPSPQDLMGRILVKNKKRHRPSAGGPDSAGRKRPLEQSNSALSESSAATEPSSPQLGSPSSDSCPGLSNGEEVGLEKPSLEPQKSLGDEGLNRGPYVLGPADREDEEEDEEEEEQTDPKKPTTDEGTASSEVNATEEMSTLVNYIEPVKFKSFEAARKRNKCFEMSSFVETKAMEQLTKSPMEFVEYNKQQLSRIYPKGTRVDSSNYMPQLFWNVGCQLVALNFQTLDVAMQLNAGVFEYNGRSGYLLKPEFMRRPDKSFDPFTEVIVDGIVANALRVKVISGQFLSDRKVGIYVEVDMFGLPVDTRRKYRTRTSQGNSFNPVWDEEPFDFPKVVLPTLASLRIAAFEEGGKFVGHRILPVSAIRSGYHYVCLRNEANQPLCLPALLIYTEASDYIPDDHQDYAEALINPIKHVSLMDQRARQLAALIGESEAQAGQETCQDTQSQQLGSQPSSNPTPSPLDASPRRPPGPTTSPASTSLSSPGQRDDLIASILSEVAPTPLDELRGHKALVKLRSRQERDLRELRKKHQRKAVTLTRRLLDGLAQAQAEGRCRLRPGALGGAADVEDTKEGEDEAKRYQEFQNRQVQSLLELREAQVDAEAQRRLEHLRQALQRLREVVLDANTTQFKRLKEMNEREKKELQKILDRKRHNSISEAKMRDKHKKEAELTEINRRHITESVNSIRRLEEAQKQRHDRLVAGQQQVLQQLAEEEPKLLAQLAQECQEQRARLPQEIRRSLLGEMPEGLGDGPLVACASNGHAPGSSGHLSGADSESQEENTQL
DAX1 inh-1 = DAX1 (NR0B1) inhibition, primary screen; HEK293T StAR-luciferase reporter, SF-1/DAX-1 repression relief; inhibition, % at 6.8 µM; hit rate 1.1% among 370,000; AID 652010;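 active means inhibition above the mean over all tested compounds plus 3 SD, cut at about 3.6% in these data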;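 further: 0% = DAX-1 cells with DMSO and 100% = cells lacking DAX-1 with DMSO; higher inhibition means more luminescence from relief of DAX-1 repression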
SMARCA2 act = SMARCA2 function activation, primary screen; MG213 cells, MMTV-luciferase reporter, dexamethasone, overnight; activation, % at 9.1 µM; hit rate 1% among 370,000; in the data active means activation above about 7.8%;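 further: 0% = vehicle wells and 100% = reference activator wells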
ADAM17 inh = inhibits human ADAM17; P78536; hit rate 0.83% among 370,000; inhibition, % at 6.95 µM; recombinant ADAM17, EDANS/DABCYL FRET peptide cleavage;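 active means inhibition above the mean of compounds lying between control limits plus 3 SD, set per campaign, cut at about 8.5% in these data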;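 further: 0% = DMSO-only wells as the low control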
NR1D1 modulator = modulates human Rev-erb alpha binding to DNA; P20393; hit rate 0.79% among 370,000; activity, % at 10 µM; AID 1259318; Rev-erbα–FITC-DNA binding, fluorescence polarization, 90 min;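 active means activity above about 14%, limit read from the data; passing the limit was not always enough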;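 further: 0% = DMSO wells with 35 nM protein and 100% = DMSO wells with 750 nM protein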
hgDAF-12 ag = hgDAF-12 agonism, primary luciferase screen; HEK293 GAL4-hgDAF12 UAS-luciferase reporter, agonist luminescence; normalized to butyrate control; activation, % at 6.8 µM; hit rate 1.8% among 370,000; AID 687014;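 active means activation above a cutoff set at the mean of all screened compounds plus 3 SD, cut at about 10% in these data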;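 further: 0% = DMSO wells and 100% = sodium butyrate wells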
ssDAF12 agonist = S. stercoralis DAF-12 activation, primary screen; HEK293 ssDAF-12/GRIP1 lit1-tk-luc reporter, luminescence; % of 3 µM dafachronic acid response; activation, % at 6.8 µM; hit rate 1% among 370,000;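 active means activation above the mean over all tested compounds plus 3 SD, cut at about 0.9% in these data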;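 further: 0% = DMSO-only wells and 100% = 3 µM delta7-dafachronic acid wells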
DAX1 inh-2 = inhibitors of human orphan nuclear receptor DAX1 (NR0B1); hit rate 0.99% among 340,000; AID 504766; HEK293 Gal4-DAX1 luciferase reporter, luminescence; P51843; inhibition, % at 6.75 µM;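 active means inhibition above the mean over all tested compounds plus 3 SD, cut at about 4.2% in these data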;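 further: 0% = DAX1-transfected cells with DMSO and 100% = empty-vector control cells with DMSO; inhibition shows as a rise in luminescence from relieved DAX1 repression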
* hit, by the source's call; · = not tested or not shown.

Sequence of screens – MBD2 DNA inh	hcDAF12 agonist	PLCg1 inh	PLC-beta3 inh	DAX1 inh-1	SMARCA2 act	ADAM17 inh	NR1D1 modulator	hgDAF-12 ag	ssDAF12 agonist	DAX1 inh-2
COc1cc(C(=O)N/C(=C\c2cn(S(=O)(=O)N(C)C)c3ccccc23)C(=O)NCCCO)cc(OC)c1OC
    -6	0.3	1	1	-0.3	1	4	3	1.4	-1.1	0.8
Cc1cc(-c2nnc(CCC(=O)N(CC3CCC3)CC3CCCO3)o2)no1 (stereo not drawn)
    -5	-0.9	-2	3	0.4	3	0	5	5.2	-0.3	0.3
Cn1c(CC(=O)Nc2ccccc2C(F)(F)F)c(Sc2ccccc2)c2ccccc21
    3	-2.1	5	3	-0.1	5	-1	2	1.2	-1.0	-1.2
O=C(CSc1nnnn1-c1ccc(Cl)cc1)N1CCNC1=O
    -1	0.0	-10	-7	-0.4	4	-18	-4	0.4	-1.2	-1.0
N#Cc1ccccc1OCC(=O)N1N=C(c2cccs2)CC1c1ccco1 (stereo not drawn)
    2	1.5	-20	-22	2.3	3	-10	2	2.9	-0.9	0.9
CC(=O)N1CCN(C(=O)c2ccc(CNC(=O)c3cccc(Br)c3)cc2)CC1
    2	-1.8	2	1	-0.4	1	2	-8	-1.9	-1.3	·
COc1ccc(C(=O)N/C(=C\c2cn(S(=O)(=O)N(C)C)c3ccccc23)C(=O)N2CCOCC2)cc1
    -2	-1.3	-2	-8	-3.0	0	7	-1	-0.9	-1.2	0.1
COC(=O)C[C@@H]1CC[C@H]2[C@H](COc3ccc(NC(=O)Nc4ccc(C#N)cc4)cc3C(=O)N2C)O1
    4	-2.8	0	-2	-0.9	-6	-5	-1	-0.2	-1.6	·
C=CCN(CC=C)C(=S)Nc1cc(Cl)ccc1OC
    2	2.3	-1	-1	-0.5	-2	-3	-3	1.1	-0.9	1.1
CCOCCCNC(=S)NCCCNc1nc2ccc(C)cc2cc1C#N
    -5	-2.0	-112	-156	-0.4	-1	-115	-3	0.6	-1.8	·
CC(C)N1CCCCC(NC(=O)c2ccc3ccccc3c2)C1=O (stereo not drawn)
    1	-1.0	-1	0	0.3	-1	-5	2	-0.2	-0.8	·
Nc1ccc2ccc(O)cc2c1
    -1	-0.2	-34	-45	-0.9	3	-5	1	-0.8	-0.5	0.4
CCOC(=O)c1cc2oc(C(c3nnnn3C3CCCCC3)N3CCOCC3)cc2[nH]1 (stereo not drawn)
    -5	-2.2	-1	-8	-0.6	-1	5	0	0.1	-1.3	0.4
COc1ccc(N2CCN(C(=O)CSc3nnc(C4CC4)n3C3CC3)CC2)cc1
    1	-2.4	5	2	0.0	-2	1	10	-1.0	-1.6	0.1
O=C1c2cccc3cccc(c23)C(=O)N1CCN1CCN(CC(O)COCc2ccc(Cl)cc2)CC1 (stereo not drawn)
    -1	-5.6	2	1	-0.6	8.7*	-5	-4	-6.8	-2.5	-2.0
CCOc1ccccc1NC(=O)c1cnc2n(c1=O)CCS2
    -5	-0.1	-1	-3	0.1	8	2	46*	-1.5	-1.2	0.3
[N-]=[N+]=CC(=O)c1ccnc(C(=O)C=[N+]=[N-])c1
    3	-2.7	1	1	-1.3	2	-5	-3	1.1	-0.9	-0.4
CCOC(=O)c1c(NC(=O)Cn2nnc(-c3ccc(Cl)cc3)n2)sc(CC)c1C
    -1	-1.2	-2	3	0.6	0	3	-1	1.3	-0.9	0.4
CCOC(=O)CSc1nnc2cc(C)c3ccccc3n12
    1	-0.6	0	-3	-0.9	0	-7	-3	1.2	-0.8	0.1
N/C(=N\OC(=O)COc1ccccc1)c1ccc(Cl)cc1
    -4	2.4	4	4	-0.1	-1	1	3	2.7	-1.6	-0.6
CN(CCCC1CCCC1)C(=O)c1cc(COc2ccc(F)cc2F)on1
    -1	-0.9	1	-7	0.3	0	1	1	0.2	-0.8	-0.4
CCn1cc(C(=O)NCCCN2CCC(C)CC2)c2cc(OC)c(OC)cc2c1=O
    2	1.5	-3	1	3.5	1	-5	-7	1.9	-1.5	1.4
O=C(CN(CC1CCCO1)C(=O)Cn1nnc(-c2ccc(F)cc2)n1)NC1CCCCC1 (stereo not drawn)
    1	0.8	0	-1	-0.2	2	1	-1	-2.3	-2.2	0.2
Cc1ccc(C(=O)N(CC(=O)Nc2ccc(Cl)c(Cl)c2)Cc2ccco2)cc1
    -3	-2.1	-4	-4	0.2	-3	1	-1	-1.1	-1.4	-0.1
CS(=O)(=O)N(CC(=O)N/N=C/c1cccc2c1OCCO2)c1ccccc1Br
    -6	-1.5	-36	-41	0.8	-2	-36	1	-0.4	-1.1	-0.4
CCOc1ccc(N2CC(C(=O)N/N=C/c3sccc3C)CC2=O)cc1 (stereo not drawn)
    -2	-1.8	2	-5	0.2	0	0	1	-1.4	-1.6	1.4
CCNC(=O)C1CCCN(C(=O)c2cccc(C(F)(F)F)c2)CC1 (stereo not drawn)
    -3	1.3	0	-2	-0.3	0	-1	2	2.5	-0.9	·
CCN1C(=O)[C@H]2[C@H]3CN=C(SCc4ccc(Cl)cc4)N3[C@@](CC)(C(=O)OC)[C@H]2C1=O
    -5	0.5	1	3	2.1	-3	-2	-2	1.8	-0.7	-0.6
C/C=C/c1ccc2c(c1)O[C@H](CN(C)C(=O)NC1CCCC1)[C@H](C)CN([C@H](C)CO)S2(=O)=O
    5	1.2	1	0	0.0	-2	-2	-3	0.8	-0.9	1.4
COc1ccc(Br)cc1S(=O)(=O)N1CCN=C1C
    -1	0.3	1	3	0.2	3	-2	3	-0.9	-1.2	1.4
CCCn1nnc(NC(=O)c2ccc(-c3cc(Cl)ccc3Cl)o2)n1
    4	-3.0	-2	-4	-0.1	0	-1	14	3.9	-1.9	-0.9
O=C(Cn1cc2c(n1)CCCC2)NC1CCN(Cc2ccccc2)CC1
    -2	-0.1	2	2	-0.8	-1	-1	-3	-1.3	-1.2	0.6
O=S(=O)(c1ccc(NC(=S)NCCc2ccccc2)cc1)N1CCOCC1
    -4	0.7	6	7	-0.9	-1	3	-1	4.6	-0.9	0.0
COc1ccc(CNC(=O)[C@H](C)NC(=O)C2CCN(C(=O)[C@H](CCSC)NC(=O)OC(C)(C)C)CC2)cc1
    0	-1.4	2	5	1.2	1	1	7	-1.6	-1.7	6.2*
CCCNC(=O)c1ccc(S(N)(=O)=O)cc1
    8	-0.3	4	-6	-0.1	1	-6	0	-3.4	-1.4	-1.4
CCCS(=O)(=O)N1CCC(C(=O)NCCc2ccc(C)cc2)CC1
    2	0.3	0	2	-0.3	0	0	-1	-0.9	-1.5	1.2
O=C(Cc1ccc2c(c1)OCO2)NN=Cc1ccc([N+](=O)[O-])o1
    1	-1.4	-10	-8	-3.6	-3	0	-3	-6.6	-1.4	-2.9
Cc1nnc(SCC(=O)NNC(=O)c2ccc(F)cc2)n1Cc1ccccc1
    8	2.1	3	-1	0.1	-3	-6	1	0.5	1.4*	4.5*
CC(C)(C)Nc1nc(-c2ccc3c(c2)CCN3C(=O)C2CC2)cs1
    6	4.3	-7	-10	2.0	2	-2	-4	8.9	-0.2	0.6
CCN(CC)C(=O)C1CCCN(c2ccccc2[N+](=O)[O-])C1 (stereo not drawn)
    5	-0.6	3	3	-0.1	-2	1	-2	-1.1	-1.4	-1.0
CSCCC(NC(=O)c1ccco1)C(=O)NNC(=O)c1n[nH]c(=O)c2ccccc12 (stereo not drawn)
    1	1.5	5	-2	1.8	6	-2	6	0.0	0.0	-0.3
CCCNC(=O)OC1CC2CC1[C@H]1CCCCN1C2=O (stereo partly drawn)
    9	0.3	6	-1	0.2	-2	-4	2	1.9	-1.4	·
COc1ccc(-c2c(C)c3cc(O)ccc3oc2=O)cc1
    -4	-0.7	-177	-233	0.2	-1	-7	1	2.7	-1.1	0.1
Nc1nc(-c2cccnc2)nc(N2CCCCC2)n1
    3	0.5	-1	-3	-0.3	-1	-5	0	0.9	-1.1	0.2
O=C(CNc1cccc(Cl)c1)c1ccc(Cl)cc1
    1	1.8	-1	-2	0.8	6	-4	1	5.1	-0.5	0.2
COc1cc2c(cc1OC)CN(C(=O)CCCOc1ccc(Cl)cc1Cl)CC2
    2	-1.7	-2	-3	0.6	1	-1	-6	-0.8	-1.8	0.4
CCCCCCCCN1CN2Cc3ccccc3C2CS1(=O)=O (stereo not drawn)
    -2	0.7	-5	-4	-0.3	-2	0	9	3.2	-0.6	·
Cc1cc(C(=O)N/N=C/c2ccc(-c3ccc(C)c(Cl)c3)o2)n[nH]1
    4	0.1	-1	-11	0.1	-1	-5	3	-1.3	-1.7	·
COc1ccc(N(CC(=O)Nc2ccc(C)cc2C)S(=O)(=O)c2c(C)n[nH]c2C)cc1
    -5	-1.8	4	-3	0.2	0	-1	-6	-0.6	-1.3	0.2
Cc1cc(NC(=O)c2cccc(F)c2)ncc1NC(=O)c1ccco1
    0	2.6	0	8	2.2	2	-1	-2	15*	-0.1	0.1
CCn1c(SCC(=O)Nc2ccc(NC(C)=O)cc2)nnc1C1CC1
    0	0.5	2	4	-1.2	-1	-4	-5	-0.8	-0.4	-0.2
O=C(CNCc1ccc(Cl)cc1)NCc1ccco1
    -7	-0.3	-2	1	-0.3	2	0	1	-0.9	-0.8	-0.1
Nn1c(Cc2cccc3ccccc23)nnc1SCC(=O)N1CC(=O)Nc2ccccc21
    4	-1.1	3	3	0.3	0	2	6	-1.6	-0.8	-0.2
CN(C)CCNc1ncnc2c1cnn2-c1ccc(Cl)cc1
    3	7.8*	6	2	5.5*	13*	-3	5	19*	0.7	2.1
O=C(Nc1ccccc1O)c1ccccc1O
    -6	1.3	5	2	-0.5	0	2	-7	10	-0.4	-2.7
COc1ccc(/C=N/NC(=O)c2cccnc2)cc1CN1CCc2ccccc2C1
    -3	1.0	-5	-12	-0.4	-3	-4	-7	0.8	-1.2	·
Cc1ccc(S(=O)(=O)N2CCOCC2)cc1C(=O)Nc1ccccc1N1CCCC1
    -4	-0.1	-1	-4	1.1	-5	-3	0	-0.2	-1.0	-0.7
CN1CCN(C(CNS(=O)(=O)c2ccc([N+](=O)[O-])cc2)c2ccc(F)cc2)CC1 (stereo not drawn)
    3	0.3	3	2	-0.9	4	0	2	1.4	-0.8	-1.1
CCN(CC)c1ccc(C=NNC(=O)Cc2cc(=O)[nH][nH]2)c(O)c1
    -4	0.7	-41	-59	-0.3	-5	-2	0	-0.4	-1.8	·
COc1cc(C(=O)Nc2cccc3ncccc23)cc(OC)c1OC
    3	-2.2	7	1	-0.5	0	-4	7	-0.4	-1.5	0.2

Complete entries, quoted from the list. Order of screens: MBD2 DNA inh, hcDAF12 agonist, PLCg1 inh, PLC-beta3 inh, DAX1 inh-1, SMARCA2 act, ADAM17 inh, NR1D1 modulator, hgDAF-12 ag, ssDAF12 agonist, DAX1 inh-2
Nc1nc(-c2cccnc2)nc(N2CCCCC2)n1 in the list: 3, 0.5, -1, -3, -0.3, -1, -5, 0, 0.9, -1.1, 0.2
COc1ccc(/C=N/NC(=O)c2cccnc2)cc1CN1CCc2ccccc2C1 in the list: -3, 1.0, -5, -12, -0.4, -3, -4, -7, 0.8, -1.2, ·
